dFosB act: activators of mouse delta FosB homodimer. P13346. purified delta FosB, TAMRA-CDK5 oligo fluorescence polarization; percent of positive-control signal above neutral wells. activation, % at 25 µM. 340,000 tested, 0.99% active;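 active = mean activation above about 17%, with every replicate also reaching it, limit read from the data, passing the limit was not always enough; inconclusive = only one of the two conditions met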;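 note: fluorescence polarization rise as delta FosB binds a TAMRA Cdk5 AP-1 oligo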
Target sequence (P13346 whole entry, looked up): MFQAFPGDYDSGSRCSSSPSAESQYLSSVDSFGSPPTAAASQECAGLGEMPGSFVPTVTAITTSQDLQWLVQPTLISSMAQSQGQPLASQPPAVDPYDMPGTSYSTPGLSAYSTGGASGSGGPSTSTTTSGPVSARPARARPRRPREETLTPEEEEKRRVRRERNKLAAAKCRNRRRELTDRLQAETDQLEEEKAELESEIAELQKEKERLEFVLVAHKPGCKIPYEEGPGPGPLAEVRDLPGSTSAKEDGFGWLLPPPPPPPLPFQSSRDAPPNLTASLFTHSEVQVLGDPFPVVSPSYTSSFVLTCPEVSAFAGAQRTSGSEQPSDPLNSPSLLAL
HTR5A ag: HTR5A agonism, opioid heterodimer counter-screen | P47898 | HTR5A agonist assay, luminescence, cell-based | activation, % at 9.3 µM | 340,000 tested, 0.61% active | AID 504692; in the data active = activation mostly above about 9.5%, no sharp cut-off; inactive = mostly below about 7.6%;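 note: 0% = cells with vehicle only and 100% = reference agonist; strong numbers were not always called active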
Wnt act: activates Wnt/beta-catenin signaling in a reporter cell assay; 300,000 tested, 1.2% active; activation, % at 9.35 µM; AID 743398; activator, plate reader; in the data active = activation above about 30%, passing the limit was not always enough; inconclusive = no clear call, values can overlap the other calls;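 note: 0% = neutral control wells and 100% = positive control wells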
MITF TRPM1 HTS: MITF TRPM1 promoter activation in melanoma cells; SK-MEL-5 TRPM1-promoter luciferase, 24 h; % of positive control, neutral wells = 0; activation, % at 12.5 µM; 300,000 tested, 0.75% active; AID 588334;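 active = mean activation of at least 80% with every replicate also reaching 80%; inconclusive = mean reaches 80% but some replicate falls short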;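 note: 0% = neutral control wells and 100% = parthenolide positive control wells; values of inactives mirror those of a sister screen read the other way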
NSD2 HMT inh: inhibitors of human histone methyltransferase NSD2; 310,000 tested, 0.54% active; O96028; inhibition, % at 12.5 µM; NSD2 peptide methylation, AlphaScreen, 120 min; in the data active = inhibition above about 50%
V-ATPase pHluor: yeast V-ATPase proton transport regulation by pHLuorin; 350,000 tested, 0.37% active; response, % at 10 µM; S. cerevisiae, pHLuorin cytosolic pH fluorescence; in the data active = response mostly above about 7.3%, no sharp cut-off; inactive = mostly below about 5.4%; note: actives read high; inactives centre near 0; some compounds called inactive have numbers as strong as hits; reference of the scale not given here
PvdQ acylase: blocks Pseudomonas aeruginosa PvdQ acylase activity | purified PvdQ acylase, fluorescence plate reader | AID 488965 | inhibition, % at 10 µM | 340,000 tested, 0.063% active; in the data active = inhibition above about 30%, passing the limit was not always enough; inconclusive = no clear call, values can overlap the other calls;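 note: 0% = vehicle neutral wells and 100% = reference inhibitor wells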
SR-BI DiI inh: mouse SR-BI HDL lipid transfer inhibition | inhibition, % at 12.5 µM | 320,000 tested, 0.96% active | Q61009 | ldlA[mSR-BI] CHO cells, DiI-HDL uptake fluorescence, 3 h;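 active = mean replicate inhibition of at least 70% and a set share of replicates each scoring 70 or more; inconclusive = meets just one of the two criteria; inactive = fails both criteria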;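 note: 0% = median of neutral control wells and 100% = median of positive control wells; values of inactives mirror those of a sister screen read the other way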
Target sequence (Q61009 whole entry, looked up): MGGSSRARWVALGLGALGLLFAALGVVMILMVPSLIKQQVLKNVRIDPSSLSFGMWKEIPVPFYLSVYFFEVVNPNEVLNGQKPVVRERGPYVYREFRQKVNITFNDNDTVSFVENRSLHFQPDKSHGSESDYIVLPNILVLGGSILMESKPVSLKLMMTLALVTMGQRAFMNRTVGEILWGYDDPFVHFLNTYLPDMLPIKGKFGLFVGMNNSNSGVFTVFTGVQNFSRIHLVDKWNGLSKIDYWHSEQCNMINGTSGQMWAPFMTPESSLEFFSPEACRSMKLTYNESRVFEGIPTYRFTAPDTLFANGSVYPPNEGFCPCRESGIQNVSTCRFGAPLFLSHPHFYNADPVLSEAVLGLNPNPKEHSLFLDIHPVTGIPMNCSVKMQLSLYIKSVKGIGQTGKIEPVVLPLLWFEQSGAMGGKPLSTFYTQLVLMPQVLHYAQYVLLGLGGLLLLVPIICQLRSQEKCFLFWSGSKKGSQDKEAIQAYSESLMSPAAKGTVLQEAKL
HTR5A inv ag: counter-screen for OPRM1-OPRD1 inverse agonists: human HTR5A inverse agonism. P47898. HTR5A cell line, luminescence. inhibition, % at 9.3 µM. 340,000 tested, 0.083% active. AID 504634; in the data active = inhibition mostly above about 23%, no sharp cut-off; inactive = mostly below about 18%;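 note: 0% = cells with DMSO and 100% = no-cell wells with DMSO; some compounds called inactive have numbers as strong as hits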
CDK5 p35 inh: CDK5/p35 (human) kinase inhibition | Q00535+Q15078 | Recombinant CDK5/p35, ADP-Glo luminescence, 60 min | inhibition, % at 10 µM | 330,000 tested, 0.01% active | AID 488839;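 active = highest replicate inhibition of at least 50% and at least 75% of replicates reaching 50%; inconclusive = only one of the two criteria met; inactive = both criteria failed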;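 note: plate controls were DMSO neutral control for no effect and GW8510 at 10 µM for full effect; many of its hits are not listed in these tables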
* hit, by the source's call; ? = inconclusive; . = no result given.

SMILES	dFosB act	HTR5A ag	Wnt act	MITF TRPM1 HTS	NSD2 HMT inh	V-ATPase pHluor	PvdQ acylase	SR-BI DiI inh	HTR5A inv ag	CDK5 p35 inh
Cc1ccc(NC(=S)N2CCC(N(C)CC3CCCO3)CC2)c(C)c1 (centres undefined)	10	-1	-4	-8	3	-1	-22	-4	-11	-0.1
O=C(Nc1ccccc1F)C(c1ccccc1)c1ccccc1	0	3	1	.	-2	0	-12	.	-5	0.0
COc1ccccc1C(=O)ON=C1c2ccccc2-c2ccccc21	-32	4	-4	0	-2	6	1	-4	7	-5.1
FCCCOc1ccc(-c2nccc(-c3ccc(F)cc3)n2)cc1	-12	6	.	12	-3	7	-15	-30	-14	1.4
CO/N=C/NC(=O)c1cn(-c2ccc(F)cc2)c(=O)c2ccccc12	-9	1	-1	-3	-4	12	4	20	-3	2.3
Cc1cccc(S(=O)(=O)c2c(N)n(/N=C/c3ccccc3)c3nc4ccccc4nc23)c1	5	4	.	19	1	5	8	4	-11	-1.1
CCC(=O)Nc1cccc(C(=O)/C=C/c2cc(Br)ccc2OC)c1	-8	.	.	-91	6	-3	0	11	.	2.0
O=C(CCc1c[nH]c2ccccc12)NCc1cccc(Cl)c1	-5	-2	0	-3	2	-3	10	-7	5	0.2
O=C(Nc1ccccc1C(=O)O)c1cccc(NC(=O)c2ccccc2Cl)c1	-12	0	-1	.	-2	1	-13	34	1	-0.3
COc1cccc(CCC(=O)N2CCC(n3nccc3NC(=O)CC(C)C)CC2)c1	-8	2	1	9	0	3	-5	45	6	0.0
CCCCn1cc(S(=O)(=O)c2ccccc2)c(=O)c2cc(C)ccc21	-4	3	0	13	1	4	-4	-27	-24	0.4
O=C(COc1ccc(F)cc1)NCC1CCCO1 (centres undefined)	1	1	-1	-1	0	2	0	-9	-2	-0.3

Grouped by structure, those above containing four or more nitrogen atoms
SMILES	dFosB act	HTR5A ag	Wnt act	MITF TRPM1 HTS	NSD2 HMT inh	V-ATPase pHluor	PvdQ acylase	SR-BI DiI inh	HTR5A inv ag	CDK5 p35 inh
Cc1cccc(S(=O)(=O)c2c(N)n(/N=C/c3ccccc3)c3nc4ccccc4nc23)c1	5	4	.	19	1	5	8	4	-11	-1.1
COc1cccc(CCC(=O)N2CCC(n3nccc3NC(=O)CC(C)C)CC2)c1	-8	2	1	9	0	3	-5	45	6	0.0

More results follow:
SMILES	dFosB act	HTR5A ag	Wnt act	MITF TRPM1 HTS	NSD2 HMT inh	V-ATPase pHluor	PvdQ acylase	SR-BI DiI inh	HTR5A inv ag	CDK5 p35 inh
COc1ccc(C(CC(=O)c2ccc(C)cc2)Nc2ccc([N+](=O)[O-])cc2)cc1 (centres undefined)	-3	-3	8	12	0	1	-13	1	8	0.4
CC(=O)c1cc2c(cc1NC(=O)Cn1nc(-c3ccc(C)cc3)ccc1=O)OCO2	-3	3	2	-19	0	1	-5	6	-2	1.2
COc1ccc(C(c2nnnn2C2CCCC2)N2CCN(C3CCCC3)CC2)cc1OC (centres undefined)	-3	11	-1	0	1	3	9	.	-29	0.0
Cc1ccc(N2CC(C(=O)Nc3nc4ccc(S(C)(=O)=O)cc4s3)CC2=O)cc1 (centres undefined)	-11	-4	2	-9	4	-1	-17	17	-2	0.9
Cc1ccc(NC(=O)CCCC2CCCCC2)c(O)c1	-6	3	14	35	.	6	-7	-13	-14	1.9
CCOCCCNC(=O)c1cc2c(=O)n3cccc(C)c3nc2s1	-6	-1	1	-14	-3	9	-11	31	2	-4.2
CC(=O)O[C@]1(C(C)=O)CC[C@H]2[C@@H]3C=C(C)C4=CC(=O)CC[C@@H]4[C@H]3CC[C@@]21C	-7	-3	-4	-3	.	-3	-13	18	-12	0.5
COc1ccc(C(=O)N(CCN2CCOCC2)CC(=O)NC2CCCC2)cc1OC	8	3	.	-1	1	-1	-14	-4	29	-0.7
COCCC(=O)N1CCC(Oc2ccc(C(=O)N3CCCC(CCCO)C3)cc2)CC1 (centres undefined)	0	-1	0	-7	-1	0	-22	-4	4	-1.8
CC1(C)C(=O)Nc2ccccc2N1C(=O)COC(=O)CSc1ccc(Cl)cc1	-12	5	0	-1	0	1	-6	-18	-14	0.3
COC(=O)COc1ccc(S(=O)(=O)Nc2ccc3c(c2)OCCO3)cc1C	2	1	9	.	1	-4	-11	10	-4	1.4
O=C1CC(c2ccccc2)n2nc(NC(=O)C3CCCO3)nc2N1 (centres undefined)	1	6	.	-4	-4	-2	-15	-27	-16	-0.2
CC(C)S(=O)(=O)C/C(N)=N/OC(=O)c1cc(Cl)cc(Cl)c1	1	.	8	.	24	-2	-4	7	.	-0.8
CC(C)(C)C(=O)Nc1nnc(SCC(=O)NC2CCCCC2)s1	-7	2	-2	1	-7	1	-2	.	-5	-2.1
O=C1OCCC1Sc1nc(-c2ccccc2)cs1 (centres undefined)	3	-3	-2	12	-3	1	3	-20	7	0.2
COc1ccccc1-n1c(SCC(=O)Nc2ccccc2F)nc2[nH]ncc2c1=O	-4	1	.	12	.	-3	-4	11	-2	-0.4
CCn1cc(Cl)c(C(=O)Nc2cccc(C(F)(F)F)c2)n1	0	3	2	42	-7	5	0	-5	-34	0.0
OC1(c2ccccc2F)CCN(Cc2nnnn2Cc2ccc(F)cc2)CC1	-7	0	-3	-4	-4	1	-6	-23	-1	0.0
O=C(O)CCCn1cc(NC(=O)c2ccc(Br)o2)cn1	-2	-5	-6	14	16	1	-7	-23	13	-3.0
O=C1Cc2cc(S(=O)(=O)Nc3cccc([N+](=O)[O-])c3)cc3c2N1CCC3	1	-1	-1	-2	1	-5	0	-8	-13	-0.3
COc1ccc([C@@H]2[C@@H]3C(=O)N(C(C)(C)C)C(=O)[C@@H]3[C@]3(Cc4ccccc4)C(=O)N(c4ccccc4)C(=O)N23)cc1	-9	0	-4	3	.	-4	2	-30	-10	0.0
CCOC(=O)C1CCN(C(=O)CCS(=O)(=O)c2ccc3c(c2)CCN3C(C)=O)CC1	-6	3	3	-3	-3	-2	-10	7	1	-3.2
CN(CC(=O)Nc1cccc(F)c1)CC(=O)N1CCc2ccccc21	-7	-3	-3	-10	-1	-3	-10	-1	7	-0.1
COc1ccccc1NS(=O)(=O)c1ccc(N/N=C/c2c(C)nn(-c3ccccc3)c2N2CCCC2)c([N+](=O)[O-])c1	10	-4	-12	4	-2	-2	20	90*	-10	1.6
Cc1ccc(-c2nn3c(C)nnc3s2)cc1NCc1c(F)cccc1Cl	3	6	5	-38	3	-3	2	8	-16	2.5
CC(C)(C)n1nnnc1C(c1cccnc1)N(Cc1ccccc1)Cc1ccco1 (centres undefined)	1	0	.	-10	0	.	5	-17	-20	1.0
O=C(NNc1ccccc1[N+](=O)[O-])Nc1ccc(Cl)c(Cl)c1	29*	-9	-3	-5	1	3	12	19	23	-0.5
CC(=O)c1ccc(S(=O)(=O)N2CCN(C(=O)c3cccc(S(=O)(=O)N4CC(C)OC(C)C4)c3)CC2)cc1 (centres undefined)	-10	-1	-4	-4	-1	-8	-5	-21	-6	1.1
O=C(CN1C(=O)NC2(CCCCCC2)C1=O)Nc1ccc(S(=O)(=O)N2CCOCC2)cc1	-5	0	.	4	0	-3	-9	-13	7	-2.1
Cn1c(=O)c2c(nc(N3CCOCC3)n2Cc2c(F)cccc2Cl)n(C)c1=O	-4	0	.	-12	-5	3	-5	-8	25	-0.6
Cc1ccc(-c2nc3cnccn3c2Nc2ccc3c(c2)OCO3)o1	-13	-8	2	.	.	-2	9	14	-3	2.3
Fc1ccccc1-c1n[nH]c(=S)n1Cc1ccccc1	1	-2	.	9	2	-2	2	9	7	1.4
CCC(C)N(C(=O)c1csnn1)C(C(=O)NC(C)(C)C)c1ccccc1 (centres undefined)	-9	0	2	5	-1	0	-12	-11	-3	-2.2
COC(=O)[C@@H]1CCCN1C(=O)CCc1nnc(C2CCCCC2)o1	4	-4	-1	16	-2	1	-3	-4	9	0.2
COC(=O)[C@@]12CCCN1[C@H](c1ccc(-c3ccc(F)cc3)c(OC)c1)[C@H]1C(=O)N(C)C(=O)[C@H]12	13	-1	-4	9	.	4	-1	-4	-10	0.9
Cc1cccc(N2CCN(C(=O)c3ccccc3NC(=O)C3=CSCCO3)CC2C)c1 (centres undefined)	-11	-1	1	20	.	3	-13	-2	2	-0.9
Cc1ccc(/C=C/C(=O)OCC(=O)NC(C)C)o1	0	6	-1	-19	-1	2	0	-14	-15	0.4
CN(CC(=O)Nc1ccc2c(c1)OCO2)S(=O)(=O)c1ccc(F)cc1	-4	4	2	15	-3	-4	0	.	-11	-1.8
O=S(=O)(c1cccc2cccnc12)N1CCCCC1	-2	2	5	-5	-2	-3	-4	-39	-9	0.1
Cc1cc(C)n(-c2nc(NC(C)(C)C)nc(NC(C)(C)C)n2)n1	-10	-4	.	-17	-3	0	-3	-18	11	0.8
O=C(CCc1ccccc1)Nc1cc2c3c(c1)CCC(=O)N3CCC2	-3	2	0	-11	-1	-1	-13	36	-5	-2.3
O=C(C1CC1)N1CCc2[nH]c3ccccc3c2C1	-1	4	-1	.	100*	-3	0	16	-13	-0.8
O=S(=O)(c1ccccc1)C1(S(=O)(=O)c2ccccc2)CCCC1	-1	3	.	-7	20	-1	-13	1	-2	1.7
Cc1cccc(C)c1NC(=O)CN1CCN(CC(=O)NCC2(N3CCCCC3)CCCCC2)CC1	-10	2	-3	1	4	0	0	3	22	-1.1
COCCn1c(C)cc(C(=O)CSc2n[nH]c(N)n2)c1C	6	-2	5	17	1	0	-8	-5	6	-0.3
Cc1ccc2cc(C(c3nnnn3Cc3ccccc3)N3CCN(c4ccccc4)CC3)c(=O)[nH]c2c1 (centres undefined)	-10	0	-1	-10	2	2	-6	6	0	-1.3
Cc1ccc(NC(=O)N2CCCC2C(=O)NCc2ccccc2Cl)cc1 (centres undefined)	-4	-3	1	.	-11	-1	-11	-9	9	-0.9
C/C(=N\OC(=O)c1cccc(C(F)(F)F)c1)c1sc(-c2ccccc2)nc1C	1	0	.	?	-1	1	-3	-14	-1	-0.7
COc1cc(OC)c(OC)cc1/C=C1\CCC(C2CCCC2)C1=O (centres undefined)	-5	4	0	2	12	0	-5	.	26	-0.5
COc1ccc(C2CC(C(F)(F)F)n3nc(C(=O)NCCN4CCOCC4)cc3N2)cc1 (centres undefined)	-3	2	-5	?	-1	0	1	-3	-4	0.8
O=C1NN(c2ccccc2)C(=O)/C1=C\c1ccc2c(c1)OCO2	0	-2	0	.	0	-2	-6	15	6	-0.9
O=C(CN1C(=O)c2ccccc2C1=O)Nc1cc(C(=O)O)cc(C(=O)O)c1	-9	3	-2	2	1	2	-4	4	-12	-2.9
COc1ccc(NC(=O)CN2CCC(C(=O)c3ccc(C)cc3)CC2)c(OC)c1	-12	6	2	-1	-1	8	-14	.	-17	-0.2
CCOC(=O)C1CCN(C(=O)c2ccc(C)c(S(=O)(=O)N3CCCC3)c2)CC1	-20	9	3	10	0	5	-18	-11	17	-1.0
COc1cc(/C=C/c2sc3ccccc3[n+]2CCCS(=O)(=O)[O-])ccc1O	241*	-11	-4	4	20	-8	-3	-18	30	19
CCN(CC)S(=O)(=O)c1cccc(NC(=O)c2cc(-c3cccs3)nn2-c2ccccc2)c1	0	3	-8	-1	-1	2	-20	50	-7	-3.9
CN(C)CC/C=C1\c2ccccc2Sc2cc(F)c(Cl)cc21	-11	3	0	8	15	0	-7	-4	3	0.5
CC1CCCC(NC(=O)CN(C)S(=O)(=O)c2cccc3cccnc23)C1C (centres undefined)	-2	1	-1	-17	.	4	-5	-14	-4	0.7
